Screens as filed in PubChem BioAssay.
ELG1 repair inh: qHTS screen for small molecules that inhibit ELG1-dependent DNA repair in human embryonic kidney (HEK293T) cells expressing luciferase-tagged ELG1; AID 504467, 2011; 2.3% of 330,000 active; HEK293T ELG1-luciferase reporter, luminescence, 16 h; DNA damage induced by 5-fluorouridine; Potency, µM (top dose mostly 46.1 µM), inactives show at the top dose activity change, negative = inhibition, actives largely listed as inhibitors; further: potency means the concentration at half of the fitted maximal effect; on the % scale 0 is the no-effect control and ±100 the full control effect; nearly all actives have a fitted effect of over 55% in size
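DMSO vehicle served as the neutral condition. Each well held 2,000 cells given 5-fluorouridine plus compound; after 16 hr at 37 °C/5% CO2, ONE-Glo was added and luciferase measured 30 min later.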
FLuc modulator: qHTS profiling assay for firefly luciferase inhibitor/activator using purifed enzyme and Km concentrations of substrates (counterscreen for miR-21 project) | Luciferin 4-monooxygenase (Photinus pyralis), P08659 | purified FLuc, Km substrates, luminescence inhibition | Potency, µM (top dose mostly 57.5 µM), for the others: at the highest dose activity change, negative = inhibition, most hits filed as inhibitors | 6.9% of 360,000 active | AID 588342, 2011;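 further: potency means the concentration at half of the fitted maximal effect; plate controls were vehicle for no effect and reference inhibitor for full effect; nearly all actives have a fitted effect of over 55% in size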
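Biochemical qHTS of compounds, final roughly 60 µM downward over six points, against 10 nM purified firefly luciferase using Km concentrations of substrates (10 uM D-luciferin, 10 uM ATP) in Tris acetate pH 7.5 buffer; luminescence output.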
RORg inh: qHTS for inhibitors of ROR gamma transcriptional activity; Nuclear receptor ROR-gamma (Mus musculus), P51450; Drosophila S2 Gal4-RORgamma UAS-luciferase reporter, 20 h; Potency, µM (doses to about 53.6 µM), without a hit: at the highest dose activity change, negative = inhibition, actives largely listed as inhibitors; 5.4% of 310,000 active; AID 2551, 2010; further: potency means the concentration at half of the fitted maximal effect; on the % scale 0 is the no-effect control and ±100 the full control effect; nearly all actives have a fitted effect of over 60% in size
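Using a luciferase readout, inhibitors were identified by reduced reporter activity in Drosophila cells coexpressing a copper-inducible Gal4–ROR gamma fusion and UAS-driven Photinus luciferase, incubated 20 hr after 700 uM copper sulfate.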
ELG1 genotox: qHTS screen for small molecules that induce genotoxicity in human embryonic kidney (HEK293T) cells expressing luciferase-tagged ELG1 | 1.3% of 330,000 active | Potency, µM (series often up to 46 µM), without a hit: at the top dose activity change, positive = activation, most hits filed as activators | HEK293T ELG1-luciferase reporter, luminescence, 16 h; further: potency means the concentration at half of the fitted maximal effect; % of control where 0% means no effect; nearly all actives have a fitted effect of over 60% in size
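Reporter readout depends on ELG1 protein level, which increases with genetic stress. After 16 hr compound exposure at 37 °C, luciferase activity was quantified using ONE-Glo.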
Tb PFK inh: qHTS Assay to Find Inhibitors of T. brucei phosphofructokinase; T. brucei PFK, ADP-Glo luminescence; ATP-dependent 6-phosphofructokinase (Trypanosoma brucei brucei), O15648; Potency, µM (titrated, usually from 57.5 µM), without a hit: at the highest dose activity, negative = inhibition, most hits filed as inhibitors; 0.17% of 330,000 active;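 further: potency means the concentration at half of the fitted maximal effect; 0% = uninhibited 1x PFK enzyme wells and -100% = no-enzyme wells; nearly all actives have a fitted effect of over 60% in size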
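1.25 nM PFK with 0.5 mM F6P and 0.1 mM ATP in 0.1 M TEA pH 8.0, 5 mM MgCl2, incubated 45 min at room temperature; ADP measured by ADP-Glo luminescence; compounds titrated up to 57 uM.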
VP16 counter: VP16 counterscreen qHTS for inhibitors of ROR gamma transcriptional activity; Drosophila S2 Gal4-VP16 UAS-luciferase, luminescence, 20 h; 3.5% of 310,000 active; Potency, µM (top dose mostly 53.6 µM), for inactives: at the top dose activity, negative = inhibition, most hits filed as inhibitors;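 further: Gal4-VP16 expression switched on by copper sulfate through the metallothionein promoter; potency means the concentration at half of the fitted maximal effect; on the % scale 0 is the no-effect control and ±100 the full control effect; nearly all actives have a fitted effect of over 50% in size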
NPC1 promoter act: qHTS Assay for NPC1 Promoter Activators; Potency, µM (series often up to 9.22 µM), without a hit: at the highest dose activation, hits mostly activators; Huh7 NPC1 promoter luciferase reporter, 24 h; 2.4% of 320,000 active; AID 485313, 2010;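 further: potency means the concentration at half of the fitted maximal effect; % of control where 0% means no effect; nearly all actives have a fitted effect of over 60% in size; reporter is driven by a mutant NPC1 promoter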
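Huh7 reporter cells (NPC1 promoter driving luciferase) are dosed with compound for 24 h at 37 °C, 5% CO2; luciferase detection reagent is then added and luminescence measured after 10 min at ambient temperature.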
Rab9 promoter act: qHTS Assay for Rab9 Promoter Activators | AID 485297, 2010 | 2.8% of 320,000 active | Potency, µM (series often up to 9.22 µM), without a hit: at the highest dose activation, negative = inhibition, hits mostly activators | Huh7 Rab9 promoter-luciferase reporter, luminescence, 24 h; further: potency means the concentration at half of the fitted maximal effect; % of control where 0% means no effect; nearly all actives have a fitted effect of over 60% in size
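Luminescence from Amplite-detected luciferase (10 minutes, ambient) reports Rab9 promoter activation. Before that, stable Rab9-luciferase Huh7 cells (1500/well, reduced-serum OP-MEM I plus 10% FBS) were exposed to compound for 24 hours at 37C.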
p53 reactivator: qHTS assay for re-activators of p53 using a Luc reporter; AID 504706, 2011; Potency, µM (doses to about 92.2 µM), for the others: at the highest dose activity change, positive = activation, hits mostly activators; H1299 p53-A138V BP100-luciferase reporter, luminescence, 24 h; 0.063% of 320,000 active; further: potency means the concentration at half of the fitted maximal effect; % of control where 0% means no effect; nearly all actives have a fitted effect of over 45% in size
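H1299 (p53-null), stable ts p53-A138V + BP100-Luc; 1000 cells/well, Opti-MEM/10% FBS; cpd 4 pt, 1:5; 24 h, 37 deg C, 5% CO2; detection reagent 10 min RT; luminescence.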
BRCA1 expr act: qHTS Assay to Identify Small Molecule Activators of BRCA1 Expression; Potency, µM (highest dose often 46.1 µM), without a hit: at the top dose activation, hits mostly activators; AID 624202, 2012; 1.1% of 380,000 active; MCF7-BRCA1-FFLuc reporter, luminescence, 48 h; response scale: scaled: vehicle 0%, 10 µM genistein 100%; further: potency means the concentration at half of the fitted maximal effect; nearly all actives have a fitted effect of over 80% in size; some results filed as inactive show a strong effect at the top dose
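Luminescence from a BRCA1-driven firefly luciferase in MCF7 cells was the read-out, taken 15 min after substrate addition following 48 h compound exposure at 37 °C. Data were normalized to a 10 microM genistein control and DMSO vehicle.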
TRPV1 ag: HTS Assay for Compounds that Act as Agonists of the Vanilloid Receptor 1; Transient receptor potential cation channel subfamily V member 1 (Homo sapiens), Q8NER1; TRPV1-expressing cells, Fluo-8 calcium influx, agonist mode; activation, % at 8.33 µM; 0.19% of 320,000 active; in the data active means activation above about 80%; inconclusive means between about 30% and that limit; further: 0% is about no effect
Target sequence (Q8NER1 whole entry, looked up): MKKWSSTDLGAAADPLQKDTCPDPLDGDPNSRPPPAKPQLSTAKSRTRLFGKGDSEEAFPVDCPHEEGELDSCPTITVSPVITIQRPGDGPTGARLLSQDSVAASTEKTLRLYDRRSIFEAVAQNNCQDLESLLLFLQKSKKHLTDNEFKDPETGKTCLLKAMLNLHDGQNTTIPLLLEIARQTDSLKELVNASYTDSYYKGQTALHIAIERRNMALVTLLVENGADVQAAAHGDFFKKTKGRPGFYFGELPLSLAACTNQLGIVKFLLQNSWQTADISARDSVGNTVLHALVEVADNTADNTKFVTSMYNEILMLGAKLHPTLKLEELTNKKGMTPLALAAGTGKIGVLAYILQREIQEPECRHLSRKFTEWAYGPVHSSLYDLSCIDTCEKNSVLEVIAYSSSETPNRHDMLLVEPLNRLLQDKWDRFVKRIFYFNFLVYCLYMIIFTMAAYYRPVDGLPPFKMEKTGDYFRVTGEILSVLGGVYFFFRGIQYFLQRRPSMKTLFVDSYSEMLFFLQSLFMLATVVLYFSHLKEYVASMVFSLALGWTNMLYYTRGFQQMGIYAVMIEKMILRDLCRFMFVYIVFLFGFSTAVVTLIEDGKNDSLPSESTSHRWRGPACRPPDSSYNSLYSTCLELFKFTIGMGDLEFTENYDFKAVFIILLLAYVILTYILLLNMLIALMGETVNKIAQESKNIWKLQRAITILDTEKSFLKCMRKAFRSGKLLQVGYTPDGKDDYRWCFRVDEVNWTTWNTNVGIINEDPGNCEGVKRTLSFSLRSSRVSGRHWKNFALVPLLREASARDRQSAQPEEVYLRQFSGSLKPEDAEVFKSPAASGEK
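Fluo-8 calcium influx in TRPV1-expressing cells, kinetic read (ex 480/em 520 nm). Compound added and read 3 min for agonist activity, followed by capsaicin at EC20 final and 2 min further read for enhancement.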
The depositor's hits bear a star; ? = inconclusive; / = no result given; & = joins results of further samples. Unless noted, the call rests on the fitted dose curve; in most records, active means well fitted curve in the direction sought with a large enough effect; inconclusive means small, poorly fitted or top-dose-only effect, or another doubt; inactive means no such curve, though single readings can be large; an effect the other way counts as inactive or inconclusive. Rows are unselected (roughly 15% active in at least one column).

SMILES | ELG1 repair inh | FLuc modulator | RORg inh | ELG1 genotox | Tb PFK inh | VP16 counter | NPC1 promoter act | Rab9 promoter act | p53 reactivator | BRCA1 expr act | TRPV1 ag
CCOc1ccccc1NC(=O)CSc1nnc(-c2cnccn2)n1CC | ? | 5% | -23% | 13% | 0% | -1% | -2% | 2% | -9% | 0% | 1
COc1cccc(OC)c1C(=O)OCC(=O)NCCCc1ccccc1 | -19% | -9% | 10% | 0% | -3% | -18% | 2% | 0% | -3% | 1% | ?
Cc1cc(C)c(S(=O)(=O)NCC(c2ccco2)N2CCc3ccccc3C2)c(C)c1 (stereo not given) | 4% | -4% | / | -5% | ? | / | 0% | -3% | 9% | -32% | 2
CC[C@@H](C)[C@H](NC(=O)CNC(=O)Cc1c(C)c2c(cc(C)c3c(C)coc32)oc1=O)C(=O)O | 4% | ? | 3% | 0% | 7% | 6% | -5% | -1% | 5% | 3% | -3
[O-]/C(=C(\C(=S)NCc1ccco1)[n+]1ccccc1)c1ccccc1Br | -10% | 2% | 22µM* | 0% | 3% | 10% | 2% | 5% | 0% | 6% | 0
CCC1=C2CC[C@H]3C(=O)N(CC(=O)OC)C(=O)[C@H]3[C@H]2[C@@]2(C)C(=NCC(=O)OC)OC(=O)N2C1=O | 19% | -3% | -13%&1% | 1% | -1% | 6%&8% | -8% | -8% | 10% | -11% | 7
O=C1CC(c2ccc(O)cc2)Oc2ccccc21 (stereo not given) | ? | / | 15% | ? | -8% | 2% | ? | ? | ? | ? | 0
Cc1cnc2ncc3sccc3c2c1 | -18% | 3% | 31% | -4% | 0% | -3% | 1% | -4% | -14% | -3% | 0
Cc1ccc(S(=O)(=O)n2nc(C)c(S(=O)(=O)N3CCCCC3)c2C)cc1 | 13% | 0%&-8% | 1% | 2% | 1% | 1% | -6% | -3% | 16% | -9%&7% | 0
O=[N+]([O-])c1ccc(Nc2cccc(F)c2)nc1 | 3% | -9% | 0% | -4% | 0% | -3% | -3% | -2% | -2% | -8% | 4
Cc1ccc(C(=O)NCC(=O)OCC(=O)Nc2ccc(Cl)cn2)cc1 | -7% | -2% | / | -1% | -8% | / | -9% | -10% | -5% | -10% | 0
COCCN=C1NN=C(c2ccc(NC(C)=O)cc2)CS1 | ? | -14% | ? | -6% | -14% | 3% | 4% | 12% | 11% | -4% | 3
O=C1C(=O)N(Cc2ccccc2)C(c2cccc(O)c2)/C1=C(\O)c1ccc2c(c1)OCCO2 (stereo not given) | 10% | -1% | -5% | 0% | 3% | 15% | -2% | -4% | 8% | -9% | 0
C#CCOC(=O)C(NC(=O)c1ccccc1)=C(C)C | ? | -11% | 2% | -1% | 5% | -1% | 1% | -1% | -3% | -14% | -6
CCOc1ccc(N2C(=O)CN=C2Nc2ccccc2F)cc1 | -2% | 6% | -3% | -4% | 3% | -4% | -2% | -4% | 4% | 16% | 4
COc1ccc2nc(SCC(=O)N(C)C3CCCCC3)[nH]c2c1 | 19% | ? | / | -2% | -10% | / | -2% | 2% | 11% | -12% | 5
O=C(NCC(c1ccc(F)cc1)N1CCOCC1)c1nn(-c2ccccc2)c(=O)c2ccccc12 (stereo not given) | ? | 4% | / | -4% | 3% | / | -2% | -3% | -6% | -13% | ?
Cc1ccc(CNC(=O)Nc2ccc(C)cc2)cc1 | 5% | -9% | -3% | 0% | 7% | ? | ? | 29% | -4% | 93% | ?
COc1ccc(Nc2nc(-c3ccccc3)nc3ccccc23)c(OC)c1 | ? | -19% | -17% | -6% | 0% | -3% | -12% | -5% | -4% | -39% | -1
COCCNC(=O)CCCCCN1C(=O)CCC1=O | 10% | 11% | ? | -1% | 1% | -3% | 5% | -4% | 2% | 16% | -2

Sorted by count of non-hydrogen atoms (ascending): part of the list above
SMILES | ELG1 repair inh | FLuc modulator | RORg inh | ELG1 genotox | Tb PFK inh | VP16 counter | NPC1 promoter act | Rab9 promoter act | p53 reactivator | BRCA1 expr act | TRPV1 ag
COc1ccc2nc(SCC(=O)N(C)C3CCCCC3)[nH]c2c1 | 19% | ? | / | -2% | -10% | / | -2% | 2% | 11% | -12% | 5
COc1cccc(OC)c1C(=O)OCC(=O)NCCCc1ccccc1 | -19% | -9% | 10% | 0% | -3% | -18% | 2% | 0% | -3% | 1% | ?
CCOc1ccccc1NC(=O)CSc1nnc(-c2cnccn2)n1CC | ? | 5% | -23% | 13% | 0% | -1% | -2% | 2% | -9% | 0% | 1

Some entries already given, limited to ELG1 genotox, FLuc modulator and p53 reactivator.
mol | ELG1 genotox | FLuc modulator | p53 reactivator
CC[C@@H](C)[C@H](NC(=O)CNC(=O)Cc1c(C)c2c(cc(C)c3c(C)coc32)oc1=O)C(=O)O | 0% | ? | 5%
Cc1ccc(CNC(=O)Nc2ccc(C)cc2)cc1 | 0% | -9% | -4%
[O-]/C(=C(\C(=S)NCc1ccco1)[n+]1ccccc1)c1ccccc1Br | 0% | 2% | 0%
O=[N+]([O-])c1ccc(Nc2cccc(F)c2)nc1 | -4% | -9% | -2%
Cc1cnc2ncc3sccc3c2c1 | -4% | 3% | -14%

Next part:
SMILES | ELG1 repair inh | FLuc modulator | RORg inh | ELG1 genotox | Tb PFK inh | VP16 counter | NPC1 promoter act | Rab9 promoter act | p53 reactivator | BRCA1 expr act | TRPV1 ag
O=C(c1ccc2c(c1)OCO2)C1CCCN(C2CCN(CCc3ccccc3)CC2)C1 (stereo not given) | -24% | 2% | 5% | -3% | -12% | -3% | 1% | -8% | -5% | -56% | 0
CN1CCN(CCNC(=O)Nc2ccccc2C(F)(F)F)CC1 | 15% | 0% | -11% | 0% | -2% | -1% | 1% | -4% | 0% | 3% | 0
COc1ccc([N+](=O)[O-])cc1NC(=O)CSc1ccccc1 | 0% | -7% | 29% | -3% | 2% | 2% | 2% | 3% | ? | -9% | 1
CC(=O)c1cccc(NC(=O)CSc2n[nH]c(-c3ccncc3)n2)c1 | 14% | ? | / | 2% | 2% | / | 1% | -12% | -2% | 4% | -5
CCCOc1cccc(OCC(=O)Nc2nc3ccccc3[nH]2)c1 | 3% | ? | 10µM* | 5% | -1% | ? | -4% | -2% | 6% | -5% | 2
Cc1ccc(CN2CCSc3ccc(C(=O)NC4CCCC4)cc32)cc1 | ? | 1% | 3% | -2% | 0% | 0% | -1% | -2% | 5% | -4% | ?
Cc1ccc(/C=C/C(=O)OC(C)C(=O)NC2CCCCC2C)o1 (stereo not given) | 1% | 1% | / | 14% | 0% | / | 1% | -1% | 1% | -15% | 13
Cc1ccc(C(=O)N[C@H](C(=O)NC2CCCCCCC2)C(C)C)cc1 | 6% | 7% | / | 1% | -1% | / | 0% | -1% | -1% | -9% | 7
O=C(c1ccco1)N1CCN(S(=O)(=O)c2ccc(S(=O)(=O)NC3CCCCC3)cc2)CC1 | -16% | 7% | 27% | -1% | 4% | -1% | -3% | -5% | -1% | -12% | -3
COc1ccc(CC(NC(C)=O)C(=O)NC2CCN(C(=O)Nc3ccccc3C)CC2)cc1OC (stereo not given) | 18% | 0% | 9% | 4% | 1% | -1% | 0% | 0% | -3% | 4% | 2
CC(C)(C)S(=O)(=O)c1ccc(S(=O)(=O)C(C)(C)C)s1 | -6% | -4% | -3% | -1% | -6% | ? | 6% | -1% | 4% | / | -1
O=C(NCc1ccccc1)N1CCN(c2ccc(F)cc2)CC1 | 0% | -6% | -16% | 0% | -1% | 5% | 2% | -1% | -9% | 7% | ?
O=C1c2ccccc2C2=Nc3ccccc3SC(c3ccc(Cl)cc3)C12 (stereo not given) | ? | -11% | ? | -1% | -1% | -5% | -3% | 0% | -8% | -65% | 30
Cc1sc2nc(CSc3ccccc3)nc(NCCN(C)C)c2c1C | 5% | 2% | 1% | -2% | 4% | 1% | 3% | -5% | -6% | -2% | 6
Cc1cc(C)c2cc(CN(CCO)C(=O)Nc3ccc(Cl)cc3)c(=O)[nH]c2c1 | 18µM* | 1% | -27% | 0% | 1% | -24% | 1% | -6% | -4% | -59% | 2
O=C(NN1C(=O)C2C(c3ccccc3)C=CC(c3ccccc3)C2C1=O)c1ccccc1 (stereo not given) | 1% | 0% | 25% | -4% | 2% | -13% | 2% | -5% | -5% | -20% | ?
